Source: PubChem BioAssay
HSF1 inhib – HSF1 inhibitors in luciferase reporter cells, primary screen, cell-based, NIH3T3, luminescence; NIH3T3-HGL HSE-luciferase, MG132-induced, luminescence 8 h; stronger effect = lower value; activity change, negative = inhibition, % at 7.5 µM (by protocol); actives 0.77% (n = 300,000);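 active means more than half of replicate wells show activity change below -50%, luminescence cut by over half; inconclusive means some wells, but at most half, below -50%; inactive means no replicate well below -50%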;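 further: luciferase reports HSF-1 transcriptional activity via heat shock element; 0% = median of DMSO wells and -100% = zero luminescence signal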
Platelet DG rel – inhibitors of platelet dense granule secretion, primary screen, cell-based, MLPCN, human platelets; AID 1663, 2009; inhibition, %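 (compounds screened at 7.5 µM in platelet-rich plasma)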; actives 0.22% (n = 300,000); human platelet-rich plasma, SFLLRN dense granule ATP release, luminescence;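 active means mean replicate score, as percent of positive control, at or above 50; inconclusive means mean below 50 but at least one replicate at or above 50; inactive means mean and every replicate below 50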
HSP90 inh – HSP90 inhibitors, primary screen, cell lysate, luminescence; Heat shock protein HSP 90 (rabbit reticulocyte lysate; luciferase refolding); Rabbit reticulocyte lysate, luciferase refolding luminescence, 3 h; inhibition, % at 5.6 µM; actives 0.91% (n = 290,000);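 active means inhibition above the screen-wide mean plus 3 SD, computed separately per campaign, cut at about 16% in these data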;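 further: 0% = DMSO wells and 100% = 60 µM geldanamycin wells; inhibitors lower the luminescence because luciferase stays unfolded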
IEC-6 tox – cytotoxicity in IEC-6 intestinal epithelial cells, primary screen, cytotoxicity control for KLF5 inhibitor project, cell-based, luminescence. IEC-6 cytotoxicity, luminescence viability. actives 0.78% (n = 290,000). AID 1825, 2009. inhibition, % at 5 µM; in the data active means inhibition above about 22%;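 further: 0% = plate median of test compound wells and 100% = cytotoxic reference compound wells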
HIF act – HIF pathway transcriptional activators, primary screen, cell-based, U2OS HRE-luciferase, luminescence. actives 0.32% (n = 300,000). U2OS HRE-luciferase reporter; normalized: DMSO 0%, desferrioxamine 100%. activation, % at 7.5 µM (by protocol);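 active means mean activation of at least 10% of the iron chelator positive control signal, with at least half of replicates also reaching 10%; inconclusive means mean and replicate majority disagree about reaching 10%; inactive means mean and most replicates under 10%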
HSF-1 act – HSF-1 activators, primary screen, NIH3T3-HGL cells, MG132 stress, luminescence, single point; NIH3T3-HGL HSF-1 luciferase reporter, 8 h; 100% = twice DMSO control signal; AID 504408, 2011; activation, % at 9 µM; actives 1.7% (n = 300,000);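 active means mean replicate activation of at least 50% with a set share of replicates each reaching 50%; inconclusive means only one of those two conditions met; inactive means mean below 50% and too few replicates reaching it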;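 further: 0% = median of the neutral control wells and 100% = twice that signal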
aSyn UTR inh – MLPCN primary screen, SNCA 5' untranslated region. actives 0.82% (n = 300,000). AID 1813, 2009. inhibition, % (tested at 7.5 µM). alpha-synuclein 5'UTR reporter, inhibitor activity; in the data active means inhibition above about 60%; inconclusive means no clear call, values can overlap the other calls;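 further: H4 neuroglioblastoma cells stably carrying SNCA 5'UTR luciferase fusion; 0% = DMSO wells and 100% = positive control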
AI-2 QS mod – Vibrio harveyi AI-2 quorum sensing modulators, primary screen, JMH597 strain, luminescence/OD600 ratio | Vibrio harveyi JMH597 AI-2 luminescence/OD600 ratio, 9 h; stronger effect = lower value; strain lacks LuxN and CqsS sensors; 0 = neutral-control median | activity change, % at 7.5 µM | actives 0.4% (n = 300,000); in the data active means activity change below about -75%, passing the limit was not always enough; inconclusive means no clear call, values can overlap the other calls;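 further: luminescence divided by OD600 gain over 9 h not by final OD600 alone; inactives centre near 13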
KLF5 inh – KLF5 expression inhibitors, primary screen, DLD-1 cells, luminescence. inhibition, % at 5 µM. actives 0.23% (n = 290,000). DLD-1 KLF5 promoter-luciferase reporter;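 active means inhibition above a per-plate limit of that plate's mean compound inhibition plus 3 SD, cut at about 60% in these data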;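 further: 0% = DMSO wells and 100% = LY294002 at 200 µM; higher means less KLF5 promoter-driven luciferase light; inactives centre near -14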
HDAC3 inhib – HDAC3 deacetylase inhibitors, primary screen, biochemical, fluorescence, cell-free homogeneous; Histone deacetylase 3 (Homo sapiens), O15379; recombinant HDAC3, fluorogenic peptide/trypsin coupled; inhibition, % at 8.3 µM; actives 0.15% (n = 320,000); in the data active means inhibition above about 26%, passing the limit was not always enough; inconclusive means no clear call, values can overlap the other calls
Target sequence (O15379 whole entry, looked up): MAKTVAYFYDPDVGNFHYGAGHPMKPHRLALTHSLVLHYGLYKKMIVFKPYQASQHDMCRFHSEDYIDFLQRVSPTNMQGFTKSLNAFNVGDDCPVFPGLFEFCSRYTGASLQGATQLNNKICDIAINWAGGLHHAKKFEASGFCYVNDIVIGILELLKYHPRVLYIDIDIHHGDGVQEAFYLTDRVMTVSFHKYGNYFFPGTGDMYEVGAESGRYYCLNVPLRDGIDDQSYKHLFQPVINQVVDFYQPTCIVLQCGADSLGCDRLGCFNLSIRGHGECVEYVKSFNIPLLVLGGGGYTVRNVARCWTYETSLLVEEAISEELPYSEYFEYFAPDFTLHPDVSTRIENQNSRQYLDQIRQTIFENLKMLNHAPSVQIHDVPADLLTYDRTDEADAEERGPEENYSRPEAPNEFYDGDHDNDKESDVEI
The depositor's hits bear a star; ? = inconclusive; · = not tested or not shown. The order is random (roughly 5% active in at least one column).

SMILES	HSF1 inhib	Platelet DG rel	HSP90 inh	IEC-6 tox	HIF act	HSF-1 act	aSyn UTR inh	AI-2 QS mod	KLF5 inh	HDAC3 inhib
CCCCN1C(=O)/C(=C2/C=CC=CN2C)SC1=S	-10	-5	-1	-4	0.6	1	-13	11	-47	10
c1ccc(NC(=NCc2ccco2)c2ccccc2)cc1	6	-13	-2	4	0.6	4	3	24	16	9
CCCCC(=O)OCC(=O)c1cc(C)n(-c2c(C)n(C)n(-c3ccccc3)c2=O)c1C	7	1	1	-2	0.2	44	6	21	-35	13
O=C(c1ccc(-c2ccccc2)cc1)N1CCN(c2ncccn2)CC1	·	·	1	4	·	·	·	·	-24	0
CN1CCSc2ccc(C(=O)NCc3cccc(F)c3)cc21	5	23	-4	4	0.2	23	-38	16	-18	-54
N#CCC1c2ccccc2CCN1C(=O)Nc1ccc(C(F)(F)F)cc1 (stereo not drawn)	6	-5	0	4	0.1	-4	-24	25	-23	-1
O=C(N/N=C/c1ccc(Cl)c([N+](=O)[O-])c1)c1ccc2nc[nH]c2c1	-8	3	0	-5	0.3	-11	9	32	9	-1
O=C(CNC(=O)c1ccccc1)OCc1cc(=O)n2cc(Br)ccc2n1	-5	-4	0	-2	-0.1	6	-21	31	-36	2
O=C(CN(C(=O)C1CSC(=O)C1)c1ccccc1F)NCc1ccc2c(c1)OCO2 (stereo not drawn)	-6	-4	0	0	-0.2	9	21	44	-26	4
Fc1ccc(NC(=S)Nc2ccccc2N2CCOCC2)cc1Cl	5	10	1	-3	-0.3	23	-26	15	-18	2
CCOc1ccc(C(CC(=O)O)NC(=O)C(Sc2ccccc2)c2ccccc2)cc1 (stereo not drawn)	1	1	-4	1	-0.5	-7	25	74	-23	2
Cc1cc(C)n(C(=O)c2cc([N+](=O)[O-])cc([N+](=O)[O-])c2)n1	-11	-2	6	5	0.8	-17	-5	6	13	-1
Cc1cccc(NC(=O)c2ccc(OCC3CCCO3)cc2)c1C (stereo not drawn)	0	-6	-4	-6	1.0	16	-70	11	-3	-2
O=c1cc(CN2CCC3(CC2)OCCO3)c2c(ccc3ccccc32)o1	5	0	0	0	-0.1	3	28	4	-13	8
COc1ccccc1NC(=O)CN1CCN(C2c3ccccc3-c3ccccc32)CC1	7	10	5	-9	-0.6	20	22	23	-27	7
CCc1ccc(NC(=S)N(CCN(C)C)C(C)c2ccncc2)cc1 (stereo not drawn)	6	0	3	-1	0.7	-6	-5	0	5	0
CN(C)c1ccc(C(=O)N2CCCC(N3CCN(Cc4ccc5c(c4)OCO5)CC3)C2)cc1 (stereo not drawn)	-10	2	-5	-10	-0.5	-5	-1	29	-22	1
O=c1cccc(-c2ccccc2)[nH]1	-4	-1	-2	1	-0.9	5	-26	29	17	7
C=CCN1CC2(c3ccccc3)CN(CC=C)CC(c3ccccc3)(C1)C2=O	-5	2	-2	-6	-0.3	7	3	24	-26	1
CC(C)CCn1nnnc1C(C(C)C)N1CCC(C(N)=O)CC1 (stereo not drawn)	-1	1	1	0	0.0	0	13	8	-24	3
O=C(CNC(c1ccccc1)c1ccccc1)Nc1cc([N+](=O)[O-])ccc1Cl	-7	-16	-2	-5	-0.1	-5	9	14	5	0
Cc1ccc(S(=O)(=O)Nc2cc(C(=O)NCCN3CCCC3)ccc2N2CCCCC2)cc1	1	1	3	9	-0.9	-6	-9	-1	5	-5
CCOc1cccc(CN2CCCC(N3CCc4ccccc4C3)C2)c1O (stereo not drawn)	-2	-6	-2	5	-1.4	15	4	10	1	-3
CC(C)CC(=O)Nc1ccc2oc(-c3cccnc3)nc2c1	8	-7	-2	-3	3.5	22	-120	1	-100	-70
O=C(NNS(=O)(=O)c1ccccc1F)c1cccc(S(=O)(=O)N2CCOCC2)c1	3	-9	0	-5	0.1	-21	3	15	-37	-5
Cc1cc(NC(=O)c2sc3ccccc3c2O)no1	7	-1	6	6	3.2	-2	-64	6	-154	-53
CCCNC(=O)c1nc(C)c(C)nc1C(=O)Nc1cccc(Cl)c1	6	-11	-1	2	-0.4	14	6	27	-10	1
OCCNc1ncnc2ccc(Br)cc12	-16	0	0	2	0.3	-15	2	14	2	9
CCSc1nnc(NC(=O)CSc2nnc(CNC(=O)c3ccc(OC)c(OC)c3)o2)s1	-3	-2	-2	-5	-0.4	-12	-2	39	-13	3
Cc1noc(C)c1C(=O)Nc1ccc(N(C)C)cc1	-3	-12	-5	-1	0.0	16	-19	15	-40	11
O=c1[nH]c2ccccc2nc1C(F)(F)C(F)F	-3	6	-3	3	-0.5	1	10	-1	-21	-13
CCC(=O)Nc1ccc(C(=O)COC(=O)C(CCSC)NC(=O)COc2ccccc2)cc1 (stereo not drawn)	-8	3	·	·	0.2	-2	2	34	·	6
Cc1cc(C)nc(SCc2ccc(C(=O)N/N=C/c3ccccc3C(=O)O)cc2)n1	-3	-1	3	-1	-0.6	3	17	19	-24	5
Cn1cc(CCC(=O)NC2CC(C)(C)Cc3c2cnn3-c2ccc(F)cc2)cn1 (stereo not drawn)	-8	-1	-1	2	-9.7	1	7	40	-37	·
Cc1cccc2cc(C#N)c(SCc3nnc(-c4ccccc4[N+](=O)[O-])o3)nc12	3	6	-1	-6	0.8	19	-87	10	-15	-3
O=C1OCCN1CCN(CN1C(=O)CCC1=O)CN1C(=O)CCC1=O	-2	4	-2	-1	-0.1	21	4	15	-6	?
CC(C)OCCCn1c(=O)c2ccccc2n2c(CCC(=O)NCc3ccccn3)nnc12	-5	15	2	5	-0.7	-12	-8	21	4	-3
CC(=O)c1cnc(N2CCCCC2)nc1C	-1	-4	3	0	0.6	2	-21	20	-27	-1
CCN1CCc2nc3ccccc3c(C(=O)Nc3ccc(NC(C)=O)cc3)c2C1	2	17	2	-5	-0.1	-6	6	28	-28	·
CC(=O)NCCNc1ccc([N+](=O)[O-])cc1C#N	1	2	1	5	-0.6	-3	10	38	-4	5
Cc1nn(-c2ccccc2)c(Cl)c1C(=O)N1CCN(C)CC1	3	2	-5	6	0.5	-1	23	44	-12	-1
Cc1cc(C(=O)N2CCOCC2)c(C)o1	-1	-1	2	0	0.1	1	17	6	-10	-6
CC1(c2nnc(Cc3ccccc3)o2)CC(c2ccc(Br)cc2)=NO1 (stereo not drawn)	1	3	·	·	0.3	-19	3	16	·	5
O=C(Nc1ccc(F)cc1F)NC1CCN(S(=O)(=O)c2ccc(F)cc2)CC1	-7	4	0	-1	0.1	3	15	15	5	-6
COc1ccccc1NC(=S)N(Cc1ccco1)Cc1cc2cc(C)cc(C)c2[nH]c1=O	10	5	3	-3	0.8	30	26	7	-8	-5
COc1ccccc1C(=O)Nc1cccc(S(=O)(=O)N2CCCC2)c1	2	0	0	6	0.0	39	9	24	-3	0
C/C(N)=C(/C#N)C(=O)CSc1nnc(-c2ccccc2)n1C	4	8	-1	-1	0.5	2	-15	36	-68	·
CC(=O)N(Cc1ccccc1)c1nc(-c2ccccc2)cs1	0	11	-3	-2	-0.7	3	-15	26	-20	4

Entries listed so far that have a COOH group:
SMILES	HSF1 inhib	Platelet DG rel	HSP90 inh	IEC-6 tox	HIF act	HSF-1 act	aSyn UTR inh	AI-2 QS mod	KLF5 inh	HDAC3 inhib
CCOc1ccc(C(CC(=O)O)NC(=O)C(Sc2ccccc2)c2ccccc2)cc1 (stereo not drawn)	1	1	-4	1	-0.5	-7	25	74	-23	2
Cc1cc(C)nc(SCc2ccc(C(=O)N/N=C/c3ccccc3C(=O)O)cc2)n1	-3	-1	3	-1	-0.6	3	17	19	-24	5

Next section.
SMILES	HSF1 inhib	Platelet DG rel	HSP90 inh	IEC-6 tox	HIF act	HSF-1 act	aSyn UTR inh	AI-2 QS mod	KLF5 inh	HDAC3 inhib
O=C1c2ccccc2C(=O)N1CCc1csc(-c2cccc(F)c2)n1	29	0	2	8	0.5	83*	-1	7	4	17
Cc1ccccc1-c1nc2ccccc2c(=O)n1C1CCS(=O)(=O)C1 (stereo not drawn)	-8	-8	1	5	·	13	-12	25	-12	-8
Cc1ccc(O)c(C(=O)c2cc(C#N)c(=O)n(-c3nccs3)c2)c1	11	-1	0	-6	0.3	2	-1	42	-19	-6
O=C(COC(=O)Cn1cnc2ccccc21)NCCCc1ccccc1	-4	5	6	-1	-0.6	-2	-4	6	1	-2
CN(C)S(=O)(=O)c1cccc(NC(=S)Nc2ccc(Cl)cc2Cl)c1	3	-10	-1	1	0.9	14	-16	4	-6	3
OCCC1CN(Cc2cccn2-c2nccs2)CCN1Cc1ccc(F)c(F)c1 (stereo not drawn)	-1	-1	1	-2	0.2	6	16	8	4	6
Cc1c(Cl)c(-c2n[nH]c(=S)n2-c2ccc(F)cc2)nn1C	-2	-1	-2	-3	0.0	3	-18	36	-26	8
CCOc1ccc(NC(=O)Cn2nnc3c(cnn3-c3ccc(F)cc3)c2=O)cc1	-4	-4	1	2	-0.4	-2	8	9	-23	-4
COCc1ccccc1Cn1cnc2c1c(=O)n(C)c(=O)n2C	1	5	-4	-6	0.0	20	22	35	-28	-1
Cc1noc(C)c1COC(=O)CCCc1nc2ccccc2s1	3	-5	-1	3	1.6	-13	9	3	-10	4
CC1CCCN(CCCCOc2cccc(Br)c2)C1 (stereo not drawn)	-7	18	-4	7	-0.1	-5	-5	17	-21	-1
Cc1nonc1OCC(C)(COc1nonc1C)NC(=O)c1ccccc1	-8	-1	3	-4	-0.1	-4	-8	29	-18	0
CC(C)c1c(O)nc(SCc2ccccc2)[nH]c1=O	-1	-3	-1	-8	-0.7	7	26	14	-9	-1
Cc1onc(-c2ccccc2Cl)c1C(=O)OCn1nnc2ccccc2c1=O	9	0	3	-1	·	42	16	19	-23	-3
Cc1cc(C(=O)N/N=C/c2sccc2C)no1	-6	6	-4	-9	0.6	-1	-32	6	-1	7
O=C(CN1C(=O)CSC1=O)N1CCCC(Nc2ccc(F)cc2)C1 (stereo not drawn)	-2	-3	-2	3	0.1	3	7	8	7	4
Cc1ccc(S(=O)(=O)N(CC(O)CN2CCCCC2)c2ccccc2)cc1 (stereo not drawn)	-4	2	0	2	0.0	-1	-1	4	-32	-11
O=c1ccc2ccc(Oc3ccc([N+](=O)[O-])cc3[N+](=O)[O-])cc2o1	33	-12	-1	4	1.9	68*	0	22	11	-2
CCn1c(SCC#N)nc2c(c1=O)C1(CCCC1)Cc1ccccc1-2	·	-1	1	-2	0.0	·	-14	20	-35	0
COC(=O)c1cn(NC(=O)c2ccccc2[N+](=O)[O-])c(=O)c2ccccc12	·	·	-1	-1	·	·	·	5	-6	-3
COc1ccccc1C(=O)OCc1nc(N)nc(Nc2ccccc2C)n1	·	13	4	0	0.6	·	-43	14	-35	·
